TSG101-PTAP inh – blocks PTAP/TSG101 interaction to inhibit HIV-1 budding; Q99816; Fluorescence polarization, FITC-PTAP peptide / Tsg101 binding; Potency, µM (highest dose often 115 µM), without a hit: at the highest dose activity change, negative = inhibition, hits mostly inhibitors; 340,000 tested, under 10 active; AID 493005; active = well fitted inhibition curve with a large enough effect in the main read-out, with a control signal flat, not every such curve was filed as active; inconclusive = small, poorly fitted or top-dose-only effect, or effect the other way, or a change in a side signal; inactive = no such curve, though single readings can be large or run the other way; note: potency is the fitted concentration of half-maximal effect; % of control where 0% means no effect
Target sequence (Q99816 whole entry, looked up): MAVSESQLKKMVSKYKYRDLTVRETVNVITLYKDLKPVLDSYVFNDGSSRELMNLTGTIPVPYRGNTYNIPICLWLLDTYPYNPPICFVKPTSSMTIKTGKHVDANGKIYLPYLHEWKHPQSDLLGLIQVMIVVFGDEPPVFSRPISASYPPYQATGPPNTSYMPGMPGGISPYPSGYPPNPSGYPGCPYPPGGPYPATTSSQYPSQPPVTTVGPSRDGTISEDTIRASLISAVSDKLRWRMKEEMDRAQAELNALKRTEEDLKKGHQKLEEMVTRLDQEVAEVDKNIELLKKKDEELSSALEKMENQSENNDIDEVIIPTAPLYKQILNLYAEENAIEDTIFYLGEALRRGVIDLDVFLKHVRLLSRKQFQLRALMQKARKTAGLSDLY
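Steps: Tsg101 binding domain dispensed (10 uM final), compounds pinned in DMSO, FITC-labeled PTAP-motif peptide added (50 nM final); after 20 min binding at room temperature, polarization measured.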
a7 integrin act – activates integrin-mediated alleviation for muscular dystrophy; alpha7betagal myoblasts, beta-gal FDG fluorescence, 48 h; Potency, µM (series often up to 38.3 µM), for the others: at the top dose activation, hits mostly activators; 0.064% of 350,000 active;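 note: potency is the fitted concentration of half-maximal effect; 100% = response of the positive control SU9516; nearly all actives have a fitted effect of over 60% in size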
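Alpha7betagal+/- myoblasts (passage 13) were plated 16-24 hr, then exposed to compounds (1:260 dilution of DMSO stock) for 48 hours at 37C. After MPER lysis, β-galactosidase reporter activity was read as FDG fluorescence (ex 480/em 540) after 30 minutes.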
S-ASM inh – human S-ASM enzyme inhibition | P17405 | placental ASM, HMU-PC fluorogenic substrate, 60 min | Potency, µM (series often up to 57.5 µM), without a hit: top-dose activity change, negative = inhibition, usual class: inhibitors | 0.006% of 340,000 active | AID 504937; note: potency is the fitted concentration of half-maximal effect
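Steps: dispense placental human ASM, pin compound, wait 10 min at room temperature, add HMU-PC0 substrate at 9 uM final, incubate 60 min at 37 °C, add stop solution raising pH to 10, read fluorescence.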
p53 reactivation – re-activators of mutant p53 | H1299 p53-A138V BP100-luciferase reporter, luminescence, 24 h | Potency, µM (titrated, usually from 92.2 µM), for inactives: at the highest dose activity change, positive = activation, actives largely listed as activators | 0.063% of 320,000 active; note: potency is the fitted concentration of half-maximal effect; % of control where 0% means no effect; nearly all actives have a fitted effect of over 45% in size
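p53-null H1299 cells stably carrying temperature-sensitive p53-A138V and a BP100-luciferase reporter were pinned with compounds (4-point, 1:5 series) and held 24 hrs at 37 deg C. Luminescence was read 10 min after detection reagent.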
Eya2 inh – inhibitors of human Eya2 phosphatase activity; O00167; recombinant Eya2, OMFP fluorescence dephosphorylation (OMFP is methylfluorescein phosphate); Potency, µM (series often up to 76.9 µM), without a hit: at the top dose activity, negative = inhibition, actives largely listed as inhibitors; 0.006% of 330,000 active; AID 488837; note: potency is the fitted concentration of half-maximal effect; % is set by controls: 0 for no effect and ±100 for the full control effect
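Eya2 (0.2 uM) preincubated 10 min at ambient with compound, then OMFP substrate added at 50 uM; 10 min reaction in 50 mM HEPES pH 7.5, 50 mM NaCl, 5 uM MgCl2, 0.05% BSA, 1 mM DTT. Fluorescence read at Ex 485/Em 525 nm.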
TRPV1 ag – agonists of human vanilloid receptor 1 (TRPV1); TRPV1-expressing cells, Fluo-8 calcium influx, agonist mode; activation, % at 8.33 µM; 0.19% of 320,000 active; AID 540275; in the data active = activation above about 80%; inconclusive = between about 30% and that limit; note: 0% is about no effect
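Fluo-8 calcium influx in TRPV1-expressing cells, kinetic read (ex 480/em 520 nm). Compound added and read 3 min for agonist activity, followed by capsaicin at EC20 final and 2 min further read for enhancement.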
uPA generation – cell surface uPA generation inhibition; Potency, µM (doses to about 38.3 µM), inactives show at the highest dose activity change, negative = inhibition, actives largely listed as inhibitors; cell surface uPA generation assay, qHTS; 0.31% of 330,000 active; active = well fitted inhibition curve with a large enough effect; inconclusive = small, poorly fitted or top-dose-only effect; inactive = no such curve, though single readings can be large or run the other way; tested in mouse RAW 264.7 cells; note: potency is the fitted concentration of half-maximal effect; % is set by controls: 0 for no effect and ±100 for the full control effect; nearly all actives have a fitted effect of over 55% in size
ELG1 genotoxic – genotoxicity induction in ELG1-luciferase HEK293T cells; HEK293T ELG1-luciferase reporter, luminescence, 16 h; 1.3% of 330,000 active; Potency, µM (doses to about 46 µM), for inactives: at the highest dose activity change, positive = activation, hits mostly activators; note: potency is the fitted concentration of half-maximal effect; % of control where 0% means no effect; nearly all actives have a fitted effect of over 60% in size
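ELG1-luciferase HEK293T cells, 2,000/well; compound pinned in; 16 hr, 37 °C, 5% CO2; ONE-Glo, 30 min RT; luminescence on CCD imager.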
USP2a block – blocks human ubiquitin-specific protease USP2a. O75604. USP2 core, Ub-CHOP2 coupled fluorogenic reporter, 485/531. Potency, µM (series often up to 38.3 µM), inactives show at the highest dose activity change, negative = inhibition, most hits filed as inhibitors. 0.01% of 330,000 active. AID 463254;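 note: potency is the fitted concentration of half-maximal effect; plate controls were DMSO wells for no effect and full inhibition by NEM control for full effect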
Target sequence (O75604 whole entry, looked up): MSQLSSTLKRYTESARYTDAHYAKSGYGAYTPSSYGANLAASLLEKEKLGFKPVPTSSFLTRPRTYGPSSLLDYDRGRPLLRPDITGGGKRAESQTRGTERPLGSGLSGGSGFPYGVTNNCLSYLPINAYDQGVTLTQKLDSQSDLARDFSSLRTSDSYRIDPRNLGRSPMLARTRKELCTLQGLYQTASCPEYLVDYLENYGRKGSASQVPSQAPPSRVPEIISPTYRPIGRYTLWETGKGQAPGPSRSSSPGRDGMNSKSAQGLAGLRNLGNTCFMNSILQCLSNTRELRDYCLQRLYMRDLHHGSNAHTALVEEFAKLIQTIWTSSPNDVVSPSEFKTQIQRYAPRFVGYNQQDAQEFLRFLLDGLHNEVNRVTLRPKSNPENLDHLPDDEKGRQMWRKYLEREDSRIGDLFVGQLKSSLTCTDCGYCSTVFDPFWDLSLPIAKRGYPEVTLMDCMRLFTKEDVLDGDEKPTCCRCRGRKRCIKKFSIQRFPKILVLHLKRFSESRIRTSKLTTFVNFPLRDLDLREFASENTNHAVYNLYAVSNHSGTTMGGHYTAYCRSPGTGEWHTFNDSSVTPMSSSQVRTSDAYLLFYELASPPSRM
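Cell-free coupled assay: 10nM USP2 core preincubated 30min RT with compound in Tris-HCl pH 8.0/CaCl2/CHAPS buffer, then 25nM Ub-CHOP2 and 25nM reporter substrate; fluorescence (Ex 485/Em 531) read after 60min RT, normalized to NEM inhibition, concentration-response curves fitted.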
B2AR arrestin – recruits beta-arrestin to the human beta2-adrenergic receptor. 0.02% of 330,000 active. beta-arrestin recruitment to beta2AR, cell-based reporter. Potency, µM (titrated, usually from 46.1 µM), inactives show at the highest dose activation, hits mostly activators. P07550;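 note: potency is the fitted concentration of half-maximal effect; 0% = DMSO controls and full agonism = EC100 isoproterenol or metaproterenol; nearly all actives have a fitted effect of over 65% in size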
BRCA1 expr act – BRCA1 expression activation. 1.1% of 380,000 active. MCF7-BRCA1-FFLuc reporter, luminescence, 48 h; response scale: scaled: vehicle 0%, 10 µM genistein 100%. Potency, µM (titrated, usually from 46.1 µM), without a hit: at the top dose activation, actives largely listed as activators. AID 624202; note: potency is the fitted concentration of half-maximal effect; nearly all actives have a fitted effect of over 80% in size; some results filed as inactive show a strong effect at the top dose
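MCF7 cells carrying a BRCA1-firefly luciferase reporter (2000 cells/well, phenol-red free MEM) were attached for 2 h at 37 °C, then given compounds for 48 h. Luminescence was read 15 min after luciferase reagent; activity normalized to genistein (10 microM) and DMSO.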
Starred values were filed as active, the others as inactive; ? = inconclusive; · = no result given; [ ] = dose if it differs, or a comment. Unless noted, calls come from the whole dose curve; as a rule, active = well fitted curve in the direction sought with a large enough effect; inconclusive = small, poorly fitted or top-dose-only effect, or another doubt; inactive = no such curve, though single readings can be large; an effect the other way counts as inactive or inconclusive.

Below each compound: TSG101-PTAP inh, a7 integrin act, S-ASM inh, p53 reactivation, Eya2 inh, TRPV1 ag, uPA generation, ELG1 genotoxic, USP2a block, B2AR arrestin, BRCA1 expr act
> CC(c1ccon1)N(C)Cc1cn[nH]c1-c1ccc(F)cc1F (stereo unspecified)
  2.5%, -0.4%, -1.7%, -2.6%, 6.0%, -2.4, -1.4%, -9.3%, 1.1%, -0.5%, -17.5%
> O=C(CN1CCN(c2ccccc2)CC1)Nc1ccc2c(c1)CCC2
  -0.2%, 18.9%, 3.0%, 2.8%, -2.5%, 3.9, 2.8%, 1.1%, -1.2%, -2.2%, 1.1%
> O=C(Cn1nnc(-c2ccccc2)n1)NCc1ccco1
  -2.8%, 23.0%, -0.3%, 0.9%, -23.9%, 1.0, -2.1%, 0.4%, -0.4%, -0.1%, 0.3%
> O=C(NCC(=O)N1CCCC(C(F)(F)F)C1)c1ccccc1F (stereo unspecified)
  0.7%, 13.2%, 6.6%, 23.5%, 0.2%, 9.5, -0.9%, ?, 1.4%, -0.1%, ?
> CCOc1c2ccc(C(=O)NCc3ccc4c(c3)OCO4)cc2nn1CC
  -4.0%, 23.8%, 32.1%[activator], -0.8%, 10.3%, -2.3, 14.1%, 2.5%, 0.9%, -0.2%, 1.2%
> CC(C)n1cc(/C=C(\C#N)S(=O)(=O)c2ccccc2)c2ccccc21
  -0.8%, 18.7%, 46.7%[activator], 5.3%, -7.9%, -11.9, -4.0%, -12.8%, 0.1%, 0.0%, 1.3%
> CCN(C(=O)COc1cc(=O)n(CC)c2ccccc12)c1cc(Cl)ccc1OC
  0.6%, 9.7%, 3.1%, -7.4%, 10.1%, ?, -8.4%, -11.6%, 1.9%, 0.1%, -47.7%
> O=C1COc2ccc(NC(=O)c3ccccc3C(=O)O)cc2N1
  -4.5%, 0.8%, -3.0%, -3.0%, -2.0%, -1.5, 11.4%, -2.4%, 0.2%, -0.2%, -3.0%
> Cc1cc(C)n2c(SCc3c(C)noc3C)nnc2n1
  -0.7%, 1.9%, 4.6%, 6.4%, 0.2%, 2.0, -0.6%, 7.1%, -0.7%, -0.5%, -13.5%
> Cn1c(=O)n(C)c2cc(NC(=O)c3ccc(F)cc3)c(Br)cc21
  -0.2%, -7.4%, -2.5%, ·, -3.8%, 3.3, -0.9%, 5.9%, 1.0%, -0.3%, -26.4%
> O=C(Nc1ccccc1)OCCNC1CCCCC1
  -2.0%, 0.2%, 3.8%, ·, ·, ·, 3.9%, ·, ·, ·, -12.6%
> O=C(C1CCC(=O)N(C2CC2)C1)N1CCC(Oc2cccc(C(F)(F)F)c2)CC1 (stereo unspecified)
  -6.2%, ?, 0.1%, ·, -16.3%, 1.9, -6.8%, 0.3%, -0.7%, -1.0%, 15.4%
> COC(=O)C(C)Oc1ccc(Cl)c(CN2OCC(C)(C)C2=O)c1 (stereo unspecified)
  -4.6%, -16.5%, 3.0%, ·, ·, ·, 3.9%, ·, ·, ·, -0.8%
> CCN(N=Nc1cccc([N+](=O)[O-])c1)c1cccc([N+](=O)[O-])c1
  -11.2%, 8.1%, -11.7%, 2.2%, -11.3%, 1.8, 2.6%, -6.6%, 5.7%, -0.9%, -0.5%
> COC(=O)c1ccccc1NC(=O)c1cc(C2CC2)on1
  -3.9%, -12.7%, -0.6%, -2.4%, 4.3%, 4.6, -30.0%, ?, 2.7%, -0.4%, -28.3%
> O=C(c1cc(F)ccc1F)C1CCCN(C(=O)c2ccc(F)cc2Cl)C1 (stereo unspecified)
  -1.9%, -18.3%, -1.0%, 0.2%, -6.3%, 21.8, 5.2%, -2.6%, -0.1%, -0.2%, -27.8%
> CCCS(=O)(=O)N1CCC(C(=O)N2CCCC2)CC1
  1.3%, -3.8%, -1.3%, -9.5%, 5.3%, -0.8, 2.6%, 1.9%, -0.1%, -0.6%, -1.1%
> Cc1ccc(S(=O)(=O)c2cc3cc(Br)ccc3oc2=O)cc1
  -2.0%, ?, 0.2%, -2.0%, -24.0%, 27.6, 11.4%, ?, 3.9%, 0.0%, -91.0%
> CCCCCCCCSc1nnc(-c2ccc(OC)cc2)o1
  2.8%, 5.8%, -7.4%, 2.4%, 9.1%, 1.0, -0.4%, -1.2%, 2.5%, 0.1%, -62.5%
> O=C(NCc1ccccc1)c1ccccc1C(=O)c1ncc[nH]1
  0.2%, ?, -2.4%, 1.2%, 3.0%, 0.4, 0.2%, -1.1%, -1.2%, 0.2%, 12.1%

An excerpt of these results, as comma-separated lines:
structure,TSG101-PTAP inh,a7 integrin act,S-ASM inh,p53 reactivation,Eya2 inh,TRPV1 ag,uPA generation,ELG1 genotoxic,USP2a block,B2AR arrestin,BRCA1 expr act
O=C(CN1CCN(c2ccccc2)CC1)Nc1ccc2c(c1)CCC2,-0.2%,18.9%,3.0%,2.8%,-2.5%,3.9,2.8%,1.1%,-1.2%,-2.2%,1.1%
O=C(Cn1nnc(-c2ccccc2)n1)NCc1ccco1,-2.8%,23.0%,-0.3%,0.9%,-23.9%,1.0,-2.1%,0.4%,-0.4%,-0.1%,0.3%

(further entries)
Below each compound: TSG101-PTAP inh, a7 integrin act, S-ASM inh, p53 reactivation, Eya2 inh, TRPV1 ag, uPA generation, ELG1 genotoxic, USP2a block, B2AR arrestin, BRCA1 expr act
> CC(C(=O)Nc1ccccc1Oc1ccccc1)c1ccccc1 (stereo unspecified)
  -0.6%, -2.6%, -0.1%, -11.9%, 0.2%, 5.4, 1.9%, 0.2%, -1.1%, -2.1%, -42.3%
> O=C(OCC1OC(Oc2ccc(O)cc2)C(O)C(O)C1O)c1ccccc1 (stereo unspecified)
  -0.9%, 5.7%, -1.0%, -0.2%, -15.9%, -1.2, 7.1%, 0.0%, -1.1%, -0.2%, -5.8%
> O=[N+]([O-])c1ccc(S(=O)(=O)CC2CSc3nc4ccccc4n32)cc1 (stereo unspecified)
  -0.8%, -35.9%, -2.0%, 5.0%, 3.2%, 0.7, -4.5%, -2.2%, -0.9%, 0.0%, -42.4%
> O=C(COc1ccc2ccc(=O)oc2c1)NCCCn1ccnc1
  -1.4%, ?, 14.8%, 2.7%, 8.4%, 0.1, 2.0%, -0.2%, -0.8%, 0.1%, 5.7%
> Cc1cccc(C(=O)N[C@H](C(=O)OCC(=O)NC2CCS(=O)(=O)C2)C(C)C)c1 (stereo partly specified)
  -5.5%, 10.1%, 1.3%, 2.7%, -1.0%, -13.9, 2.1%, 0.6%, 6.7%, 1.6%, -17.6%
> COc1ccc(CNC(=O)CCCn2ccc3cc(S(=O)(=O)N4CCCC4)ccc32)cc1
  -3.0%, 23.1%, -4.6%, 11.9%, -4.0%, ?, ?, -12.0%, 0.5%, 0.4%, -21.9%
> O=C(CNC(=S)N(CCCN1CCOCC1)Cc1cccs1)NC1CCCC1
  1.6%, -2.4%, -1.4%, -0.1%, -7.2%, 1.6, -1.6%, 3.8%, 0.2%, -0.4%, -20.7%
> O=C(NCCC1=CCCCC1)C1CCC(CNc2c(N3CCCC3)c(=O)c2=O)CC1 (stereo unspecified)
  -3.0%, -3.5%, -2.4%, -0.3%, -20.6%, -1.8, -0.9%, -0.4%, 0.9%, -0.3%, -1.2%
> C=CCn1cc(F)c(=O)n(CC=C)c1=O
  2.3%, 6.3%, 3.7%, 9.9%, -4.7%, 1.1, 0.7%, 3.3%, -1.2%, -0.3%, 17.1%
> COc1ccc(CC(=O)OCC(=O)c2ccc[nH]2)cc1
  -1.5%, -5.2%, 4.0%, 12.7%, 9.4%, -0.1, 3.3%, 2.2%, 1.3%, 0.2%, -6.7%
> CC(=O)Nc1ccc(S(=O)(=O)Oc2ccc(C(=S)N3CCCCC3)cc2)cc1
  -2.8%, -38.1%, -1.7%, 3.8%, 5.7%, -1.4, -1.3%, 1.8%, 0.1%, -0.7%, -42.1%
> O=c1[nH]c2ccc(S(=O)(=O)N3CCCCC3)cc2s1
  -0.7%, -19.4%, -0.4%, ·, 4.0%, -4.6, -13.6%, 1.7%, 7.3%, 0.0%, -1.2%
> S=c1nc(Cc2ccccc2)[nH]c2ccccc12
  -1.2%, 0.0%, -0.6%, -7.1%, -2.6%, ?, 1.9%, 8.1%, 1.1%, 0.4%, -15.7%
> C=CCN1C(=O)c2ccc(C(=O)OCC(=O)N(CC)c3c(N)n(Cc4ccccc4)c(=O)[nH]c3=O)cc2C1=O
  -2.7%, ?, -1.7%, ·, ·, ·, -7.1%, ·, ·, ·, 3.4%
> COc1ccc(CNC(=O)c2cccc(S(=O)(=O)N3CCN(c4ccc(F)cc4)CC3)c2)cc1
  -3.2%, -29.1%, -0.7%, -1.1%, 7.2%, 1.0, 3.4%, -2.1%, -5.3%, 0.3%, -29.2%

High-throughput results deposited in PubChem BioAssay by National Center for Advancing Translational Sciences (NCATS).
